LGR2 inh: Drosophila LGR2 receptor signaling inhibition. HEK293 LGR2, CRE-luciferase, bursicon-stimulated, 4 h. inhibition, % at 9.99 µM. 380,000 compounds, 0.35% hits. AID 720647;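 active = drop in luminescence signal, shown as inhibition above about 50% in the replicate tests, limit read from the data, passing the limit was not always enough; inconclusive = probably only some replicates passing the limit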;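 also: agonist challenge used bursicon conditioned medium at about half maximal strength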
ARNT-TACC3 inh: ARNT/TACC3 interaction disruption; Q9Y6A5; AID 623870; inhibition, % at 9.99 µM; AlphaScreen His-ARNT PAS-B/GST-TACC3 binding, luminescence; TACC3 fragment carries E629A point mutation; 390,000 compounds, 0.66% hits;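 active = mean inhibition of replicates at least 50% and at least half of replicates each reaching 50%; inconclusive = half or more replicates reach 50% but mean below 50%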;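 also: 0% = complete ARNT plus TACC3 wells and 100% = ARNT alone without TACC3; many hits fall short of the cut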
CASP6 VEID inh: inhibitors of human caspase-6; AID 686996; inhibition, % at 12.5 µM; 350,000 compounds, 0.53% hits; purified caspase-6, Z-VEID-R110 cleavage fluorescence;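 active = mean inhibition across replicates at least about 35%, with every replicate also reaching that limit, limit read from the data; inconclusive = only one of the two criteria met; inactive = neither criterion met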;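 also: 0% = median of neutral control wells and 100% = no fluorescence left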
Target sequence (P55212 24-179 limits assumed): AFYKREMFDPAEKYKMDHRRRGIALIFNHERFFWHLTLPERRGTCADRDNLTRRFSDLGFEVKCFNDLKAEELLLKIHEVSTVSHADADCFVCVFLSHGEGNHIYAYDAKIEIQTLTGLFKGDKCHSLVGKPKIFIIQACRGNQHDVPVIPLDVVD
Target sequence (P55212 194-293 limits assumed): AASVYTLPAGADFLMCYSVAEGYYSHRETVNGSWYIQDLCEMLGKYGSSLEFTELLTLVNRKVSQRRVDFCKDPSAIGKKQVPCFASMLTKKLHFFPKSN
PAX8 inh HTS: inhibitors of PAX8 transcriptional activity in RMG-I cells. RMG-I TPO-luciferase reporter, SteadyGlo, 24 h. inhibition, % at 12.6 µM. 360,000 compounds, 1.2% hits. AID 652154;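 active = mean replicate inhibition at least 60% with every replicate also reaching 60%; inconclusive = only one of the two criteria is met; inactive = mean below 60% and not all replicates reaching 60%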;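 also: luciferase light reporting Pax8 driven TPO promoter activity; plate controls were median of neutral control wells for no effect and mitoxantrone controls for full effect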
DENV2 CPE: protects cells from dengue virus 2 cytopathic effect. DENV2-infected cells, cytopathic effect rescue, plate reader. CPE inhibition, % at 9.99 µM. 350,000 compounds, 1.7% hits. AID 651640; in the data active = CPE inhibition above about 20%, passing the limit was not always enough; inconclusive = no clear call, values can overlap the other calls; tested in BHK-21 cells;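 also: 0% = median of neutral control wells and 100% = median of positive control wells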
EWS-Fli block: inhibitors of EWS/Fli oncoprotein transcriptional activity; A673 NR0B1-luciferase reporter, viability-normalised; AID 651661; inhibition, % at 12.6 µM; 350,000 compounds, 0.67% hits;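 active = mean inhibition of at least 50% after viability correction, with every replicate also passing that limit; inconclusive = mean reaches 50% but only one of two replicates passes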;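 also: firefly luciferase signal divided by Alamar Blue viability fluorescence both relative to DMSO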
SIRT5 inh: sirtuin-5 (human) deacylase inhibition; Purified SirT5, succinyl-peptide AMC, trypsin-coupled fluorescence; inhibition, % at 15 µM; 330,000 compounds, 1.1% hits; in the data active = inhibition above about 15%; inconclusive = no clear call, values can overlap the other calls
Target sequence (Q9NXA8 whole entry, looked up): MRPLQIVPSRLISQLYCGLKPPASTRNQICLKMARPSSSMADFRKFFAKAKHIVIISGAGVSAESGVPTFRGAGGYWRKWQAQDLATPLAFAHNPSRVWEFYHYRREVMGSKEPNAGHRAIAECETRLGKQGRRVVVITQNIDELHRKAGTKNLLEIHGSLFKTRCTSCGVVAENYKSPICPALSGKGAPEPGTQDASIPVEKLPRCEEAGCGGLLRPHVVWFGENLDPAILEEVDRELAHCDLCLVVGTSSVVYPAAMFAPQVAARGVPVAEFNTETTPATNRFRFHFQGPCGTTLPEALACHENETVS
Active calls of the source: *; ? = inconclusive; / = not tested or not shown.

SMILES	LGR2 inh	ARNT-TACC3 inh	CASP6 VEID inh	PAX8 inh HTS	DENV2 CPE	EWS-Fli block	SIRT5 inh
Cc1ccc(-c2cc3ncc(C#N)c(N)n3n2)cc1	-48.4	1.9	1.1	-53.5	-5.6	-77.7	-0.2
O=C(Cc1ccccc1)N[C@H]1C=C[C@@H](CC(=O)N2CCOCC2)O[C@@H]1CO	9.2	7.2	13.1	-26.8	18.5	-1.7	7.4
CNC(=O)CO/N=C/c1ccc(N(C)C)cc1	2.8	-10.2	-1.5	-43.9	2.9	-11.3	-0.3
O=C(NCCc1ccccc1)C1CCC(CNc2c(N3CCCCC3)c(=O)c2=O)CC1 (centres undefined)	-1.0	-4.2	0.2	-16.4	1.4	-7.2	2.2
O=C(N/N=C/c1cc2c(cc1Cl)OCO2)c1ccncc1	13.1	1.0	/	2.9	/	-23.2	/
O=C1c2ccccc2C(=O)C1C(=O)C1CC1	-17.2	-2.2	5.7	26.8	11.6	0.6	-4.4
Cc1ccc(S(=O)(=O)N(C)C[C@@H]2Oc3c(NS(=O)(=O)c4ccc(Cl)cc4)cccc3C(=O)N([C@H](C)CO)C[C@@H]2C)cc1	-1.2	13.8	-1.4	7.0	5.9	2.6	-1.2
CCOC(=O)CNC(=S)N(Cc1cccs1)C1CCCCC1	5.6	-7.1	-2.9	27.7	20.6*	3.1	-2.1
COc1ccc(CNC(=O)C2CCC(CNS(=O)(=O)c3ccccc3)CC2)cc1 (centres undefined)	-13.3	-4.3	2.1	1.4	-6.4	0.1	-4.8
O=S1(=O)CC(N2CCSCC2)CN1Cc1cn(Cc2ccc(Cl)cc2)nn1 (centres undefined)	14.5	/	-0.2	3.0	-5.2	21.3	-1.2
COc1cccc2cc(C(=O)Oc3ccccc3)c(=O)oc12	-0.5	-2.8	2.7	32.1	-3.1	11.0	-0.3
O=C(c1ccccc1)n1ccc(-c2cccs2)n1	1.4	-2.9	-1.4	14.2	9.7	-6.8	4.1
COc1ccc(NC(=O)Nc2ccc3c(c2)CC(=O)N([C@H](C)CO)C[C@H](C)[C@@H](CN(C)S(=O)(=O)c2ccc(C)cc2)O3)cc1	-4.8	/	-0.3	-5.2	-0.8	1.9	15.1*
O=C(Nc1ccc(F)cc1)c1cc(S(=O)(=O)N2CCCCC2)ccc1F	11.2	2.9	1.8	-19.8	-1.8	/	2.4
O=C(NN=C1CCCC1)c1ccc(Cl)cc1	-15.8	-5.6	-0.3	-19.9	-5.5	-4.4	-1.7
COc1ccc2c3c([nH]c2c1)[C@H](CO)N(C(=O)Cc1ccccc1)CC31CCN(C(=O)Nc2ccccc2F)CC1	22.0	/	-1.6	/	-5.0	-3.0	12.9
CCC1=NN2C(=N)/C(=C\c3ccc(OCCOc4ccccc4OC)cc3)C(=O)N=C2S1	-12.8	-5.8	5.0	1.1	-2.0	-9.2	0.6
O=C(Cn1cc([N+](=O)[O-])cn1)NCCc1nc2ccccc2[nH]1	-0.2	5.7	0.3	6.1	0.8	3.6	-0.8
C[C@H]1CN([C@@H](C)CO)C(=O)c2cc(-c3ccccc3F)cnc2O[C@H]1CN(C)C(=O)C1CCCCC1	-2.7	11.8	-1.8	-16.5	12.8	-0.6	-3.7
COc1ccccc1CCNC(=O)C(=O)NCC1OCCN1S(=O)(=O)c1ccc(F)cc1 (centres undefined)	-2.9	-7.5	0.8	14.6	2.2	/	0.2
COc1ccc(S(=O)(=O)N(C)C[C@H]2Oc3ccc(NC(=O)Nc4ccc5c(c4)OCO5)cc3CC(=O)N([C@@H](C)CO)C[C@H]2C)cc1	-16.3	-6.3	-2.6	4.3	-0.3	8.5	-1.1
C=CC[C@@H](CC(=O)N[C@H](CO)Cc1ccccc1)C(=O)N[C@H](C)COC(=O)[C@@H](CC=C)CC(=O)OC(C)(C)C	16.2	-5.5	4.7	-0.6	3.3	-3.8	/
Cc1ccc(CN2CCN(c3ccccc3Cl)CC2)o1	2.3	-10.0	1.0	25.2	11.2	0.8	-1.5
CC(=O)Nc1cccc(C(=O)NNC(=O)c2ccc(NS(=O)(=O)c3cccs3)cc2)c1	8.6	/	1.0	-8.5	-12.6	-0.4	-1.5
Cc1ccccc1-c1ccc(=O)n(CC(=O)Nc2ccc(-n3cnnn3)cc2)n1	6.2	-12.9	-2.3	-5.1	-5.4	4.9	-2.0
SMILES	LGR2 inh	ARNT-TACC3 inh	CASP6 VEID inh	PAX8 inh HTS	DENV2 CPE	EWS-Fli block	SIRT5 inh
C/C=C/c1ccc([C@H]2[C@H]3CN(S(=O)(=O)c4ccccc4)CCCCN3[C@H]2CO)cc1	12.0	5.9	3.8	3.4	10.9	-0.1	0.0
COC(=O)c1c(C)[nH]c(C(=O)C(C)OC(=O)C2CC2C)c1C (centres undefined)	11.8	5.2	4.1	5.7	-4.3	-7.6	2.1
CCNC(=O)C[C@H]1CC[C@H]2[C@@H](COc3ccc(NC(=O)Cc4cccs4)cc3C(=O)N2C)O1	-11.6	-5.1	-2.1	-3.0	3.0	0.4	1.9
CC(=O)c1ccc(NC(=O)COc2ccccc2C(=O)Nc2ccc(C)cn2)cc1	1.9	-4.0	-1.6	15.2	-5.7	-1.9	-2.9
COc1ccc(COC(=O)Nc2c(SC)nsc2SC)cc1	-5.0	-4.5	-3.9	24.1	2.2	2.7	-0.8
O=C(C[C@@H]1C=C[C@@H](NC(=O)CN2CCOCC2)[C@@H](CO)O1)NCCc1ccncc1	2.7	/	-2.2	/	0.1	-0.9	-3.9
C=C1[C@@H](C)CN[C@@H]1CCO	9.9	/	-3.9	-17.1	-4.9	-7.7	-5.9
CCOc1ccccc1Nc1nnc(SC(C)C(=O)Nc2nc(-c3ccccc3)cs2)s1 (centres undefined)	0.7	2.4	/	8.3	/	/	/
CC(=O)c1c(-c2ccccc2)c2ccccc2[nH]c1=O	29.8	-3.1	1.5	5.7	2.2	16.9	-3.5
COc1ccc(C(=O)NCC(=O)OCC(=O)NC2CCCCCC2)cc1OC	6.8	-9.0	0.0	-21.4	?	-7.4	-1.3
CC(C)(C(=O)N1CCC1(C)C(=O)NS(=O)(=O)c1cccc(F)c1)c1ccccc1 (centres undefined)	3.7	/	-1.8	-0.9	0.2	3.8	-0.7
C[C@H](CO)N1C[C@H](C)[C@@H](CN(C)Cc2ccc(C(=O)O)cc2)Oc2ccc(NC(=O)CCN3CCOCC3)cc2CC1=O	-26.4	2.1	/	0.9	-3.1	-1.3	/
COc1ccc(NC(=O)COc2ccccc2F)cc1S(=O)(=O)N1CCCCC1	-8.1	1.2	-3.6	1.3	1.0	5.1	-6.0
Brc1cccc(Nc2nc(-c3cccnc3)cs2)c1	-79.2	-12.8	-1.6	-42.3	-13.6	-49.9	-6.2
C[C@H](CO)N1C[C@H](C)[C@H](CN(C)Cc2ccccc2)OCCCC[C@H](C)Oc2ccc(NC(=O)CCCN(C)C)cc2C1=O	12.1	-1.6	-4.6	-2.8	-18.3	2.4	7.5
COc1ccc(NC(=O)C(=O)NCC(=O)Nc2cccc(C(F)(F)F)c2)cc1	14.7	6.6	-2.2	0.5	-0.8	14.5	-0.6
CO[C@@H]1CN(C)C(=O)c2ccc(NC(=O)c3ccccc3F)cc2OC[C@H](C)N(C(C)=O)C[C@@H]1C	6.0	14.1	0.0	1.7	4.5	-9.4	4.2
Cc1ccc(S(=O)(=O)N(C)C[C@H]2Oc3c(NC(=O)c4nc5ccccc5s4)cccc3C(=O)N([C@@H](C)CO)C[C@H]2C)cc1	-23.9	5.6	-1.1	/	11.4	3.0	-0.7
COCC1CCN(C(=O)c2cc(COc3ccc(OC)c4ccccc34)on2)C1 (centres undefined)	-58.6	-9.2	-3.6	-114.8	-2.9	-78.7	-4.9
CN(CC(=O)Nc1ccc(Cl)c(C(F)(F)F)c1)C(=O)c1cccs1	-3.5	-6.4	1.4	-10.8	-0.2	9.6	-0.1
COc1nccc(C(F)(F)F)c1C(=O)NC(=O)Nc1ccccc1	0.7	-4.0	4.8	23.1	-3.9	17.3	-5.3
O=C(Cn1nc(C(=O)O)c2ccccc2c1=O)Nc1ccc(Cl)c(S(=O)(=O)N2CCOCC2)c1	2.1	-5.0	3.9	-11.1	-4.9	6.5	-0.7
Cc1ccc(C)c(NC(=S)N2CCCC2)c1	-3.5	-0.8	-0.9	-3.9	19.3	/	-0.3
O=C(NCc1ccc(Cl)s1)C1CCC(=O)N(CCc2ccccn2)C1 (centres undefined)	-2.5	9.6	-2.0	3.3	-4.1	/	-2.3
CN(C)C(=O)[C@@H]1[C@@H](CO)[C@@H]2Cn3c(ccc(-c4ccccc4F)c3=O)[C@H]1N2C	10.9	-14.4	-0.9	-2.2	-4.2	1.0	0.4

Laid out differently: results already given.
SMILES | LGR2 inh | ARNT-TACC3 inh | CASP6 VEID inh | PAX8 inh HTS | DENV2 CPE | EWS-Fli block | SIRT5 inh
O=C(C[C@@H]1C=C[C@@H](NC(=O)CN2CCOCC2)[C@@H](CO)O1)NCCc1ccncc1 | 2.7 | / | -2.2 | / | 0.1 | -0.9 | -3.9
COc1ccc(C(=O)NCC(=O)OCC(=O)NC2CCCCCC2)cc1OC | 6.8 | -9.0 | 0.0 | -21.4 | ? | -7.4 | -1.3

Additional structures:
SMILES	LGR2 inh	ARNT-TACC3 inh	CASP6 VEID inh	PAX8 inh HTS	DENV2 CPE	EWS-Fli block	SIRT5 inh
O=C(NC(=S)NNS(=O)(=O)c1ccccc1)c1ccccc1[N+](=O)[O-]	6.5	4.5	51.9*	-26.0	-1.1	10.1	2.2
Cc1cc(C)n2nc(C(=O)OCC(=O)N(CC(C)C)CC(C)C)nc2n1	/	-11.9	2.7	-1.5	14.7	4.0	0.1
COc1ccc(S(=O)(=O)N(C)C[C@H]2OCCCC[C@H](C)Oc3ccc(NC(=O)c4ccccc4)cc3C(=O)N([C@H](C)CO)C[C@@H]2C)cc1	7.3	24.3	-1.3	10.4	1.6	12.3	6.2
CCOC(=O)C1(C)CCCN1C(=O)c1ccc(OC)c(F)c1 (centres undefined)	-4.7	/	0.7	-1.8	-10.3	-0.5	/
CO[C@H]1CN(C)C(=O)c2ccc(NS(C)(=O)=O)cc2OC[C@H](C)N(C(=O)C2CC2)C[C@@H]1C	0.2	25.8	2.7	-12.0	-1.9	-3.4	6.5
O=C(CCNS(=O)(=O)c1ccc(F)c(Cl)c1)NCc1ccccc1F	-11.2	2.4	-1.3	2.6	?	1.8	-1.2
CN(Cc1ccc2c(c1)OCCO2)C(=O)CSc1ncnc2sccc12	-8.7	-0.3	-0.1	12.3	-3.6	-3.1	5.9
COC(=O)C1=C(C)N(C)C(=NCc2ccc(OC)cc2)NC1c1ccccc1 (centres undefined)	0.6	/	-0.5	-11.9	-4.1	0.4	/
NS(=O)(=O)c1cccc(NC(=O)COC(=O)Cc2ccc(Cl)cc2)c1	-12.7	-7.9	-0.5	1.8	-1.6	0.7	9.7
Cc1cnc(CNC(=O)c2ccc3oc(Cc4ccc(Cl)cc4)nc3c2)cn1	-20.7	-7.9	3.3	-11.6	-5.6	/	-0.4
C[C@H]1CCCCO[C@@H](CN(C)C(=O)C2CCCCC2)[C@@H](C)CN([C@@H](C)CO)C(=O)c2cc(NS(=O)(=O)c3cccs3)ccc2O1	0.8	/	3.2	/	3.2	0.9	8.8
CCNC(=O)C[C@H]1CC[C@@H]2[C@H](COC[C@H](O)CN2C(=O)Nc2cccc(OC)c2)O1	12.9	-17.7	/	/	-1.7	/	/
Cc1cc(N2C(=O)Cc3ccccc3C2=O)ccc1C(C)C	-6.8	0.4	21.3	-30.4	3.5	-9.7	-2.3
CCOC(=O)N[C@@H](CC(C)C)C(=O)N1CCC[C@H]1C(=O)NCc1ccccc1	21.4	/	2.6	3.6	-2.6	-23.4	3.0
Cc1ccc(S(=O)(=O)N2CCOCC2)cc1C(=O)NC1CCCCCC1	-6.0	/	1.8	5.0	4.0	-1.6	-0.5
COc1ccc(NC2CCCN(C(=O)c3cccc(C)n3)C2)cc1OC (centres undefined)	-1.4	0.7	6.7	-20.9	-1.2	3.1	-5.6
COc1ccc2[nH]c(=O)c(C(=O)O)cc2c1	13.3	1.1	3.6	6.0	2.6	-1.6	-5.5
OCC[C@@H]1C[C@H](O)[C@@H](O)[C@@]2(OCc3ccccc32)O1	1.2	-3.5	/	-18.8	12.5	-1.7	/
